Screening results: PubChem, several laboratories
Kir21 block = Kir2.1 (mouse) channel inhibition | P35561 | HEK293-Kir2.1, FluxOR thallium flux fluorescence; active compounds read low | B-score at 10 µM | 310,000 tested, 0.85% active | AID 1672;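 active means fluorescence ratio B-score at or below minus 3 SD of library scores, with starting-brightness B-score within 2 SD, cut at about -4.2 in these data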;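 further: channel flux triggered by added potassium and thallium sulfate stimulus; B-score of peak minus minimum fluorescence over baseline after thallium stimulus; more negative B-score means stronger Kir2.1 block with less thallium influx; some compounds called inactive have numbers as strong as hits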
Target sequence (P35561 whole entry, looked up): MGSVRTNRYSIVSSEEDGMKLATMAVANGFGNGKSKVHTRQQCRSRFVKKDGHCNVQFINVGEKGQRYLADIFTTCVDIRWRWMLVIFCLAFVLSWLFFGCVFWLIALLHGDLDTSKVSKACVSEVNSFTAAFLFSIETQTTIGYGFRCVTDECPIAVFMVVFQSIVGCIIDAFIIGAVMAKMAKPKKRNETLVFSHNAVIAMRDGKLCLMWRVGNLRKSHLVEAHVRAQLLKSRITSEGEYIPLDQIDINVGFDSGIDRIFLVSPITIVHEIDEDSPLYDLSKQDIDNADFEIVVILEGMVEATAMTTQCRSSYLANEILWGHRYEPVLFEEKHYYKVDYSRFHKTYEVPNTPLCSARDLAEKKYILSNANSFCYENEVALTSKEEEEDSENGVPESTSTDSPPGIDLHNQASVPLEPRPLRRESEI
STK33 inh = blocks human STK33 kinase activity | Q9BYT3 | purified STK33, MBP phosphorylation, ADP-Glo luminescence | inhibition, % at 10 µM | 320,000 tested, 0.073% active | AID 2661;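 active means inhibition at or above 25%, using the most active replicate where run in duplicate; inactive means inhibition below 25%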
Target sequence (Q9BYT3 whole entry, looked up): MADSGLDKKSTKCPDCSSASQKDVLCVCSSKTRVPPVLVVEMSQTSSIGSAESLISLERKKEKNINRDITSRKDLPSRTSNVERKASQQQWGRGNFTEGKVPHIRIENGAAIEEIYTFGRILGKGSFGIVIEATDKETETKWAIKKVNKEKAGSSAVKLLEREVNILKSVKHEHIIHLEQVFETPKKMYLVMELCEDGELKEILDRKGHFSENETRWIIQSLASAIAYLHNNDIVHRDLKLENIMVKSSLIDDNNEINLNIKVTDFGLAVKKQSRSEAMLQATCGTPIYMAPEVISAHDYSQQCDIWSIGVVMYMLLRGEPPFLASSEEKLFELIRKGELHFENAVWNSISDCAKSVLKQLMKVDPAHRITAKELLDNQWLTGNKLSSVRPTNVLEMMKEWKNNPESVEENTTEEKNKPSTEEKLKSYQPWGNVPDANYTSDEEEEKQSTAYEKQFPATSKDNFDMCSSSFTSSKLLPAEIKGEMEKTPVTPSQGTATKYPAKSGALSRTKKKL
An asterisk follows results filed as active; . = not tested or not shown.

structure	STK33 inh	Kir21 block
COc1cc2c(cc1OC)CN(C(C)C(=O)N1CCc3ccccc31)CC2 (stereo not drawn)	0.1	-0.89
COC(=O)c1ccc(CSc2nc(-c3ccco3)cc(C(F)(F)F)n2)o1	-0.1	0.76
COc1ccc(OC)c(CCNC(=O)CCc2nnc3ccc(N4CCCC4)nn23)c1	0.1	1.6
c1ccc2[nH]cnc2c1	-0.2	0.56
Cc1ccc(-n2nc3c(=O)n(C(C)C(=O)NCCc4cccs4)nc(C)c3c2C)cc1 (stereo not drawn)	-0.8	-0.55
[O-]/[N+](=C\c1ccccc1)[C@@H]1CCCC[C@@H]1/[N+]([O-])=C/c1ccccc1	-2.9	-2.1
O=C(O)C1CCN(c2ccc(S(=O)(=O)N3CCOCC3)cc2[N+](=O)[O-])CC1	-0.6	0.76
CCOc1ccc(OCC)c(NC(=O)CSCC(=O)O)c1	-0.6	-1.2
Cc1cc(C)cc(NC(=O)/C=C/c2ccc([N+](=O)[O-])s2)c1	-0.8	1.2
COc1ccc(CCNC(=O)CN(Cc2ccc(Cl)cc2)S(C)(=O)=O)cc1	-0.1	-2.9
Cc1nc(-c2ccc(Cl)cc2)sc1C1(C)CC(c2ccc(Cl)cc2)=NO1 (stereo not drawn)	-0.1	0.27
O=C(Nc1nsc(-c2ccccc2)n1)c1cccs1	1.5	0.53
CC(C)NC(=O)COC(=O)C1CSC2(c3ccc(Br)cc3)CCC(=O)N12 (stereo not drawn)	-1.7	-0.77
Cc1cc(/C=C(\C#N)C(=O)NC2CCCCCC2)c(C)n1C	1.5	0.28
O=C(O)CC1S/C(=N/N=C/c2ccccn2)NC1=O (stereo not drawn)	-0.6	2.4
CC(=O)N1CC(c2ccccc2)C(c2ccc(Cl)cc2)=N1 (stereo not drawn)	-0.1	-0.82
CC(C)OC(=O)CN1C(=O)C(C)(C)Oc2ccc(C(=O)NC3CC3)cc21	-0.9	1.7
CC(=O)c1cccc(S(=O)(=O)Nc2ccccc2N2CCOCC2)c1	-1.7	.
CCOC(=O)C1=C(C)Nc2nc3ccccc3n2C1c1ccncc1 (stereo not drawn)	-1.3	2.7
NC(=O)C1CCN(C(=O)CNC(=O)c2ccccc2)CC1	-1.7	0.55
O=C1[C@@H]2CSCN2C(=O)CN1Cc1ccccc1F	-1.2	-0.38
Cc1cc(C)c(S(=O)(=O)c2ccccc2Cl)c(Cl)n1	1.7	0.54
CN(CC(=O)O)S(=O)(=O)c1ccc(F)cc1	-2.7	1.2
CCCN1C2=C(C(=O)CC(C)(C)C2)C(c2ccc(F)cc2)C2=C1c1ccccc1C2=O (stereo not drawn)	-0.5	-0.08
Cc1cccc(C)c1NC(=O)C(c1ccccc1)N1CCN(C(=O)c2ccco2)CC1 (stereo not drawn)	-0.8	-1.9
Cc1cccc(C)c1NC(=O)c1cccc(N2C(=O)C3CCC(C)CC3C2=O)c1 (stereo not drawn)	-0.4	-0.87
Cc1cccc(Nc2nnc(SCC(=O)NC(=O)CN3CCCC3=O)s2)c1	1.4	.
O=C(CSc1ccc2ccccc2c1)NCc1cccs1	-1.7	1.2
Cn1cc(CC(=O)N2CCN(c3ccc(Cl)cc3)CC2)c2ccccc21	0.2	1.2
CCC(=O)n1nc(-c2ccc(Cl)cc2)nc1SC	0.6	-0.43
O=[N+]([O-])c1ccc(N2CCN(CCO)CC2)cc1Sc1ccccn1	-1.1	-1.2
Nc1[nH]c2cc([N+](=O)[O-])ccc2c1-c1ccccn1	1.3	-1.1
CC(=O)c1ccc(NC(=O)c2ccccc2-c2ccccc2C(=O)O)cc1	0.8	-2.1
CCCCNC(=O)C1Cc2cc(S(=O)(=O)N3CCCCC3)ccc2N1C(C)=O (stereo not drawn)	-1.4	-0.04
COC(=O)CNc1nc(Cl)nc(Nc2ccc(Cl)cc2)n1	-1.6	0.39
COc1cccc(-c2ccc(C#N)c(SCC(=O)NCc3ccco3)n2)c1	-1.1	0.98
NNC(=O)c1ccc(COc2ccc(Br)cc2)o1	-2.4	0.7
O=C(Nc1cc(Cl)ccc1O)C1CC(c2ccccc2O)=NO1 (stereo not drawn)	0.1	0.24
O=C(N/N=C\c1ccccn1)c1ccccc1O	0.1	-0.18
Cc1nn2c(C(F)(F)F)c3c(nc2c1-c1ccccc1)CCC3	-2.8	0.18
O=C(NCc1cccc(Br)c1)C1CC2Cn3c(nc4ccccc43)C2N1Cc1ccccc1 (stereo not drawn)	-1.4	-0.05
COc1cccc(CNS(=O)(=O)c2ccc3c(c2)CC(C)N3C(=O)C2CC2)c1 (stereo not drawn)	0.1	0.31
O=C(NCCCN1CCCC1=O)C1CCN(S(=O)(=O)c2cccc(C(F)(F)F)c2)CC1	0.0	1.8
COc1c2c(nc3occc13)C(CC=C(C)C)(OC)C(OC(C)=O)CC2 (stereo not drawn)	-0.4	0.44
O=S(=O)(Nc1ccc(Cc2ccncc2)cc1)c1ccc(Cl)c(Cl)c1	-1.8	1.1
COc1ccccc1OCCSc1nnc(C)n1-c1ccccc1	0.1	0.38
CC1CCC(NC(=O)C2c3ccccc3C(=O)N2Cc2ccc3c(c2)OCO3)CC1 (stereo not drawn)	1.3	0.23
COc1ccc2c(c1)-c1nc(NC(=O)c3ccco3)sc1CC2	0.8	0.71
COc1cc2[nH]c3ccccc3c2cc1C	-0.9	1.4
CC1=CC(C)(C)NC(=S)N1c1ccc2ccccc2c1	0.5	-0.5
O=C(CNC(=O)c1ccc(Cl)cc1)NC(CO)c1ccccc1 (stereo not drawn)	0.4	-0.01
CCOC(=O)c1ccc(NC(=O)CC2C(=O)N(c3ccc(F)cc3)C(=O)N2CCC(C)C)cc1 (stereo not drawn)	0.1	-0.11
COc1ccc(S(=O)(=O)N2CCN(C(=O)[C@H](Cc3ccccc3)NC(=O)c3ccco3)CC2)cc1	-1.8	.
CC(C)n1cnnc1SCC(=O)NCC(=O)Nc1ccc(F)cc1	1.6	.
COc1ccc(/C(C)=N/NC(=O)c2sccc2-n2cccc2)cc1	-5.3	0.2
CCOC(=O)N1CCN(Cc2nc3ccc([N+](=O)[O-])cc3c(=O)n2-c2cccc(OC)c2)CC1	0.6	-1.2

Next section
structure	STK33 inh	Kir21 block
Cc1ccc(C2CC(=O)c3cnn(-c4nc(C)cc(C)n4)c3C2)cc1 (stereo not drawn)	-1.5	-0.11
C/C(=N\NC(=O)c1ccc2nc[nH]c2c1)c1ccc([N+](=O)[O-])cc1	-2.2	2.3
CCN(CC)C(=O)c1nc[nH]c1C(=O)N1CCN(c2ccccc2)CC1	0.9	.
O=C(Nc1cccc(Br)c1)c1ccc(Cl)c(S(=O)(=O)N2CCOCC2)c1	-2.9	-0.9
O=C(CSc1nnc(-c2ccccc2Br)o1)Nc1nncs1	-0.1	2.1
Cc1c(C)c2ccc(OC(C)C(=O)N3C[C@H]4C[C@@H](C3)c3cccc(=O)n3C4)c(C)c2oc1=O (stereo partly drawn)	-0.4	-0.58
O=C(C1CCC(CNc2c(N3CCCCC3)c(=O)c2=O)CC1)N1CCCC1 (stereo not drawn)	-0.3	1.4
COc1ccc(-c2nc(CN3CCN(c4cc(C)nc(C)c4)CC3)c(C)o2)c2ccccc12	-1.2	-2.9

Retrieved by compound from the entries so far:
structure	STK33 inh	Kir21 block
O=[N+]([O-])c1ccc(N2CCN(CCO)CC2)cc1Sc1ccccn1	-1.1	-1.2
COC(=O)c1ccc(CSc2nc(-c3ccco3)cc(C(F)(F)F)n2)o1	-0.1	0.76
O=S(=O)(Nc1ccc(Cc2ccncc2)cc1)c1ccc(Cl)c(Cl)c1	-1.8	1.1
O=C1[C@@H]2CSCN2C(=O)CN1Cc1ccccc1F	-1.2	-0.38
COc1ccc(S(=O)(=O)N2CCN(C(=O)[C@H](Cc3ccccc3)NC(=O)c3ccco3)CC2)cc1	-1.8	.
O=C(CSc1ccc2ccccc2c1)NCc1cccs1	-1.7	1.2
O=C(NCc1cccc(Br)c1)C1CC2Cn3c(nc4ccccc43)C2N1Cc1ccccc1 (stereo not drawn)	-1.4	-0.05

Complete entries from above. Order of values: STK33 inh	Kir21 block
CCOC(=O)N1CCN(Cc2nc3ccc([N+](=O)[O-])cc3c(=O)n2-c2cccc(OC)c2)CC1 across the screens: 0.6	-1.2
CC(=O)c1ccc(NC(=O)c2ccccc2-c2ccccc2C(=O)O)cc1 across the screens: 0.8	-2.1
CCOc1ccc(OCC)c(NC(=O)CSCC(=O)O)c1 across the screens: -0.6	-1.2

Next section.
structure	STK33 inh	Kir21 block
COc1cc(NC(=O)COC(=O)c2cnccn2)c(C)cc1[N+](=O)[O-]	-0.7	-0.29
CCOc1cc(N2CCOCC2)c(OCC)cc1NC(=O)C1CC(=O)N(c2ccc(C)cc2)C1 (stereo not drawn)	-0.7	.
COc1ccc(-c2nn(-c3ccccc3)cc2/C=C/C(=O)N2CCOCC2)cc1OC	-0.4	0
O=C(NCc1ccccc1CN1CCCC1)C1CCN(S(=O)(=O)c2ccc(Cl)cc2)CC1	-0.2	.
Cc1cccc2c1N(CCCOc1ccccc1)C(=O)C2=O	0.0	2.6
CC(C)CCSc1nnc(N)s1	1.1	0.66
COc1cc(C(=O)NCC(=O)n2nc(C)cc2C)cc(OC)c1OC	-1.0	-1.7
CC1(C)Oc2ccc(C(=O)N3CCc4ccccc43)cc2N(CC(=O)N2CCCC2)C1=O	-0.4	2.3
COc1cc(/C=C/[N+](=O)[O-])ccc1OCc1cccc(C(=O)O)c1	.	-2.6
O=C(Nc1ccc(Br)cc1F)C1CC(=O)N(C2CCCCC2)C1 (stereo not drawn)	-0.8	-2.2
CC(C)(C)S(=O)(=O)/C(C#N)=C/Nc1ccccn1	-0.3	1.3
Cc1ccc2c(c1)N(CCCC(=O)Nc1cccc(C(F)(F)F)c1)C(=O)CO2	-2.4	0.71
Cc1ccc(NC(=O)CSc2ccc(-c3cccnc3)nn2)cc1	1.9	-1
COc1cccc(C(=O)C2CCCN(C(=O)c3ccccc3Cl)C2)c1 (stereo not drawn)	-0.8	-1.7
C=CCN(CC=C)C(=O)c1c(OC)cccc1OC	-0.3	-2
Cc1ccc(/C=N/NC(=O)CSc2nc3ccccc3c(=O)n2-c2ccccc2C)s1	1.3	0.57
COC(=O)C1=NN(C(=O)c2cccc(Cl)c2)C(O)(C(C)(C)C)C1 (stereo not drawn)	-0.9	.
Cc1[nH]c(=O)[nH]c(=O)c1N(C)C	-0.6	0.54
CCN(C(=O)COC(=O)c1cc(S(=O)(=O)N2CCOCC2)ccc1F)C1CCS(=O)(=O)C1 (stereo not drawn)	-1.4	-0.01
COc1ccc(Cc2nc3ccc(C(=O)N(C)CC4COCCO4)cc3o2)cc1 (stereo not drawn)	-1.7	0.99
COc1ccc(NS(=O)(=O)c2ccc(-n3nnc4ccccc43)c([N+](=O)[O-])c2)cc1	-0.6	-0.63
CCn1c(=O)c2c(nc3n2CCS3)n(C)c1=O	-1.0	-0.86
CCCC(C(=O)NC(C)(C)C)N(CCN1CCOCC1)C(=O)CNS(=O)(=O)c1ccccc1 (stereo not drawn)	0.9	1.9
COC(=O)c1ccc(-c2ccc([C@H]3[C@H]4C=CC[C@@H](C)[C@@H]4C(=O)N3Cc3ccccc3)c(F)c2)cc1	-0.3	2
CCOC(=O)C1(Cc2cccc(OC)c2)CCN(CCO)CC1	0.3	-0.44
CCOC(=O)c1c2n(c3ccc(O)cc13)CCC2	1.1	-0.52
Cc1cc(=O)[nH]c(SCn2nnc3ccccc3c2=O)n1	-0.7	0.45
COc1ccc(S(=O)(=O)N2CCN(C(=O)c3ccco3)CC2)cc1C(C)(C)C	-3.9	-1.5
O=C(C1CCC1)N1CCc2cc(S(=O)(=O)Nc3ccc4c(c3)OCCO4)ccc21	-0.6	-0.06
CC(=O)c1ccc(NC(=S)N2CCN(C(=S)Nc3ccc(C(C)=O)cc3)C(C)C2)cc1 (stereo not drawn)	-0.7	0.11
CC(C)COC(=O)c1ccccc1OC(=O)c1ccncc1	0.8	-2.2
COc1ccccc1CNC(=O)CSc1nc(=O)n(Cc2ccncc2)c2c1CCC2	-2.0	1.4
Cc1cc(C(=O)N2CCc3ccccc32)c2ccccc2n1	-0.9	-0.52
O=C(NCCc1nccs1)C1CCC(=O)N(Cc2cccc(C(F)(F)F)c2)C1 (stereo not drawn)	-1.0	-0.41
Cc1ccc(S(=O)(=O)CCC(=O)OCC(=O)c2cc(C)ccc2C)cc1	-1.6	-0.66
CC(C)C[C@H](NC(=O)c1nc[nH]c1C(=O)N[C@@H](CCCCNC(=O)OC(C)(C)C)C(=O)OC(C)(C)C)C(=O)OCc1ccccc1	0.3	0.12
CN1C2Cc3c(n(C)c4ccccc34)C1CC=C2CO (stereo not drawn)	-1.2	.
COc1ccc(C2=NN(CC(=O)Nc3ccccc3C)C(=O)CC2)cc1	-0.7	0.07
O=[N+]([O-])c1ccccc1S(=O)(=O)N1CCCc2ccccc21	-2.3	-3
Cc1cc(=O)oc(C)c1C(=O)OCC(=O)c1ccc(Br)cc1	-0.4	-0.54
Cc1cc(C)nc(-n2nc(C)cc2Nc2ccccc2)n1	-1.7	-0.59
CN(C)C(=O)NC(O)C(Cl)Cl (stereo not drawn)	-1.9	0.09
Cc1ccc2c(c1)C(=O)CC1(CCC(C(C)(C)C)CC1)O2 (stereo not drawn)	0.3	-0.85
Cc1onc(-c2ccccc2)c1C(=O)NC(CC(=O)O)c1ccc(OC(C)C)cc1 (stereo not drawn)	0.7	0.01
C/C(=N/NC(=O)CNC(=O)COc1ccccc1)c1ccc(Cl)cc1	-0.8	-0.01
